Source: PubChem BioAssay (several laboratories)
Hep lipid drop – modulators of hepatic lipid droplet formation | AML12 mouse hepatocytes, oleate lipid droplets, BODIPY imaging | inhibition, % at 6.5 µM | hit rate 0.4% among 240,000 | AID 1656;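 active = lipid droplet intensity inhibited by at least 50%, with more than 500 cells counted; inconclusive = wells with under 300 cells, treated as cytotoxic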
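Technique: fluorescence imaging, 20x objective, two fields per well / Assay system: AML12 hepatocytes (mouse) / Measure: % inhibition of lipid droplet signal / Doses: 6.5 µM single-point dosing / Incubation: overnight exposure / Reagent: 100 µM oleic acid challenge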
T cell modulator – modulates CD8 T cell binding to vesicles | 2C CD8+ T cell-vesicle binding, flow cytometry; active compounds read low | calls only at 7 µM | hit rate 0.068% among 330,000 | AID 2052;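 active = response, share of CD8 T cells binding vesicles, and their 90th percentile fluorescence all below set limits, cut at about 80% in these data, passing the limit was not always enough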
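Read-out – percent CD8+ FL2 mean versus row control · System – murine 2C transgenic CD8+ T lymphocytes · Times – 1.5 h cell–vesicle binding at 37 °C, then 20 min icy labelling · Control set – naked vesicles low, QL9 vesicles with vehicle high · Detection – cytometric PE anti-B7-1 and Alexa647 anti-CD8 signals after 1% paraformaldehyde fixation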
Myeloid diff MLP – promotes myeloid progenitor differentiation | calls only at 10 µM | ER-HoxA9 myeloid progenitors, lysozyme-GFP differentiation, flow cytometry | hit rate 1% among 360,000;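 active = normalized GFP-positive differentiation at or above the plate's own cutoff, the solvent-only control mean plus 3 SD; inconclusive = no clear call, values can overlap the other calls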;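 also: cells exposed to compound for four days before flow analysis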
Hep lipid drop cells 6.5 µM – second read-out of Hep lipid drop, no call of its own (marks repeat the call); cell count; measured here: cell count, cytotoxicity flag;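 cells counted across two imaged fields per well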
T cell modulator vesicle-bound % – also measured in T cell modulator; calls as there; double positive events, %; measured here: CD8+ vesicle-bound cell fraction;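 binding gate set so that unloaded-vesicle control wells show 10% double positive cells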
Myeloid diff MLP GFP+ MAC1+ % – also measured in Myeloid diff MLP; calls as there; GFP+ MAC1+ double positive, %; measured here: differentiation confirmed by MAC1 staining
An asterisk follows results filed as active; i = inactive; ? = inconclusive; . = no result given; + = active, no number. Not all compounds are listed; rates above refer to the full screens.

Structure	Hep lipid drop	Hep lipid drop cells 6.5 µM	T cell modulator	T cell modulator vesicle-bound %	Myeloid diff MLP	Myeloid diff MLP GFP+ MAC1+ %
CCN(CC)CCCNC(=O)C1CCC(CNS(=O)(=O)c2c(C)cc(C)cc2C)CC1 (centres undefined)	-10	434	i	42	i	0.6
CC1CCCN(C(=O)CCS(=O)(=O)c2cc3c(cc2Cl)NC(=O)CO3)C1 (centres undefined)	-19	752	i	13	i	4.7
COc1ccc(C)cc1S(=O)(=O)N1CCCC(C(=O)N2CCN(c3ccccc3)CC2)C1 (centres undefined)	-10	837	i	23	i	0.4
O=C(NCCN1CCN(Cc2ccccc2)CC1)c1ccc(CS(=O)(=O)c2ccc(Br)cc2)o1	-6	757	i	18	i	0.7
Cc1ccc(C)c(CN2CCC(CNC(=O)Nc3ccc(Cl)cc3)CC2)c1	3	410	i	35	i	0.7
CCOc1ccccc1NC(=O)CCNS(=O)(=O)c1ccccc1	0	842	i	64	+	6.3*
CCN(Cc1ccccc1)C(=O)c1cccnc1	5	837	i	56	i	0.3
Cc1nn(CC(=O)NCCCN2CCCC2)c(=O)c2nn(-c3ccccc3)c(C)c12	-11	750	i	48	i	4.4
Cc1cc(Cl)ccc1OCC(=O)NNC(=O)c1ccco1	4	717	i	13	i	4.8
COc1ccc(CN(C(=O)c2snc(C(N)=O)c2N)C(CC(C)C)C(=O)NC2CCCCC2)cc1 (centres undefined)	-1	813	i	54	i	0.3
O=C(NCCN1CCOCC1)c1ccc(Cl)c(S(=O)(=O)N2CCCCC2)c1	-1	804	i	9	i	1.6
Cc1ccc(-c2cc(NC(=O)c3ccccc3[N+](=O)[O-])n[nH]2)cc1	-2	801	i	64	i	0.8
Cc1ccc(S(=O)(=O)N2CCC(C(=O)NC3CCCCC3C)CC2)cc1 (centres undefined)	8	767	i	4	i	0.0
CCN1CCN(CCCNC(=O)c2ccc3c(c2)N(Cc2ccccc2)CCS3)CC1	-6	704	i	8	i	0.7
c1ccc(-c2nnc(CN3CCCCC3)o2)cc1	1	819	i	58	i	0.4
CCN(CCCNC(=O)c1nn(C)c2c1CS(=O)(=O)c1ccccc1-2)Cc1ccccc1	-2	759	i	16	i	2.2
CCC(C)C1Nc2ccc(C(=O)NCc3ccc4c(c3)OCO4)cc2NC1=O (centres undefined)	20	865	i	24	i	0.8
CCC(C(=O)NC1CCCC1)N(C(=O)Cn1nnc(-c2ccc(OC)c(OC)c2)n1)c1cccc(O)c1 (centres undefined)	-22	825	i	47	i	4.8
Cc1cccc(CN2CCN(C(=O)c3cccc4ccccc34)CC2)c1	-2	774	i	47	i	0.5
CC(C)[C@H](NC(=O)OCc1ccccc1)C(=O)OCc1cc(=O)oc2cc(O)ccc12	-7	815	i	28	i	0.8
COc1ccc(NC(=O)CN(C)C(=O)c2ccc3c(c2)S(=O)(=O)N=C2CCCCCN23)cc1	23	690	i	60	i	0.7
COc1ccc(S(=O)(=O)N2CCCOC2CNC(=O)C(=O)NCCCN2CCOCC2)cc1C (centres undefined)	-20	538	i	6	i	1.0
Cc1ccc(C)c(CN2CCC(n3nccc3NC(=O)C3CCCC3)CC2)c1	8	824	i	15	i	0.4
COc1cccc(NC(=O)c2ccnc(N3CCC(C(=O)NCc4cc(OC)ccc4OC)CC3)c2)c1	-2	697	i	2	i	3.5
O=Cc1ccccc1-c1cn(CCCOCc2ccccc2)nn1	0	785	i	40	i	2.5
Cc1cc(=O)n2nc(N3CCCC(C(=O)NCCc4ccc(Cl)cc4)C3)sc2n1 (centres undefined)	11	718	i	20	i	1.4
O=C(NCCN1CCOCC1)c1cc(-c2ccccc2Cl)on1	-2	830	i	26	i	4.3
Cc1ccccc1OCCn1ccnc1	2	815	i	47	i	0.4
COc1cc(CC(=O)OCC(=O)N2C(C)CCCC2C)cc(OC)c1OC (centres undefined)	-7	789	i	27	i	0.4
CSc1ccccc1OCc1cc(C(=O)N2CCCC(C)C2)no1 (centres undefined)	27	606	i	10	i	6.5
CC(Oc1ccccc1F)C(=O)NNC(=O)CCNC(=O)c1ccccc1Cl (centres undefined)	-6	811	i	13	i	0.6
O=C(CN1C(=O)NC(Cc2c[nH]c3ccccc23)C1=O)NCCc1ccccc1 (centres undefined)	-3	794	i	26	i	0.6
O=C(O)c1ccc(/C=N/NC(=O)c2cc3c(ccc4ccccc43)o2)cc1	-24	694	i	12	i	3.3
CC(=O)N1CCSc2ccc(S(=O)(=O)Nc3cccc(C)c3)cc21	-42	679	i	28	i	1.7
COc1cccc(NC(=O)C(=O)N/N=C(\C)CC(=O)Nc2ccc(NC(C)=O)cc2)c1	-2	675	i	36	i	0.3
COc1ccc(C(=O)NCCCN2CCOCC2)cc1Br	1	848	i	51	i	0.3
CC(=O)NCCC(=O)N1CCCC(N2CCN(c3cccc(Cl)c3)CC2)C1 (centres undefined)	-2	778	i	59	i	0.4
Nc1nnnn1/N=C/c1ccc(Cl)cc1	20	424	i	64	i	0.7
COc1cccc(C(=O)O/N=C(\N)CS(=O)(=O)c2ccccc2)c1	8	806	i	11	i	0.6
CCc1ccccc1N(CC(=O)N1CCc2ccccc2C1)S(C)(=O)=O	0	858	i	50	i	0.7
Cc1nc2nc(C)c(NS(=O)(=O)c3ccc(C4CCCCC4)cc3)c(=O)n2[nH]1	15	799	i	20	i	0.3
CC(=O)Nc1ccc(S(=O)(=O)N2CCN=C2SCc2ccc(C)cc2)cc1	1	710	i	29	i	0.9
O=C(Cc1ccc(F)cc1)N1CCN(c2ccc(F)cc2)CC1	1	822	i	61	i	0.9
O=C(NCc1cccnc1)Nc1ccc(Br)cc1	1	891	i	8	i	0.7
CCOCCCNC(=O)c1cc2c(=O)[nH]c3ccccc3c2s1	7	822	i	48	i	0.1
CCC(C(=O)NCc1cccs1)n1nc(C)n2c(cc3occc32)c1=O (centres undefined)	-24	665	i	3	i	1.2
Cc1ccc(-n2nc3ccc(N)cc3n2)c(C)c1	10	780	i	20	i	0.3
COC(=O)c1c(NC(=O)c2ccco2)sc2c1CCN(C(C)C)C2	-1	832	i	62	i	1.1
COc1ccc(-c2cc(C(=O)Nc3c(C)n(C)n(-c4ccccc4)c3=O)c3ccccc3n2)cc1OC	1	815	i	17	i	1.0
CCOC(=O)C1CCN(C(=O)Cn2nc(CC)n3cccc3c2=O)CC1	-2	740	i	11	i	2.6
CCOC(=O)C1(Cc2ccccc2)CCCN(C(=O)c2cnn(CC)c2)C1 (centres undefined)	-9	753	i	8	i	3.2
COc1ccc(CCN2CCCC(CN(C)Cc3cc(OC)ccc3OC)C2)cc1 (centres undefined)	-4	778	i	45	i	0.3
COc1cccc(CNC(=O)CCNS(=O)(=O)c2ccc3c(c2)oc(=O)n3C)c1	0	753	i	5	?	.
Cc1cc(OCC(=O)NCc2cccnc2)c2c(C)c(Cc3ccccc3)c(=O)oc2c1	15	728	i	15	i	0.9
COc1ccc(S(=O)(=O)N2CCN(CC(=O)NC3CCCC3)CC2)cc1	-9	829	i	16	i	1.1
COc1cccc(NC(=O)CCS(=O)(=O)c2ccc(Br)cc2)c1	-1	852	i	63	i	0.5
CCOCCCNC(=O)C1(O)c2ccccc2NC(=O)N1c1ccc(Cl)cc1 (centres undefined)	3	420	i	13	i	0.8
COCCCNC(=O)Cn1c(=O)oc2cc(S(=O)(=O)N3CC(C)CC(C)C3)ccc21 (centres undefined)	-23	689	i	7	i	7.0
O=C(Nc1ccc(OCc2ccccc2)cc1)c1cccs1	16	746	i	44	i	0.2
Cc1c(C(=O)N(C)C2CC(C)(C)NC(C)(C)C2)oc2c(F)cccc12	-1	834	i	4	i	0.7

Other entries.
Structure	Hep lipid drop	Hep lipid drop cells 6.5 µM	T cell modulator	T cell modulator vesicle-bound %	Myeloid diff MLP	Myeloid diff MLP GFP+ MAC1+ %
CN(C)CCN(Cc1ccccc1)C(=O)C1CCN(c2ncnc3c2nc2n3CCCCC2)CC1	12	654	i	29	i	3.4
COc1cc(OC)cc(C(=O)NNC(=O)C2CCCC2)c1	-4	845	i	23	i	0.5
N#CCOc1coc(CN2CCN(c3cccc(Cl)c3)CC2)cc1=O	4	749	i	33	i	3.7
[N-]=[N+]=NCCN1CCN(CCc2ccccc2)CCC1=O	-2	750	i	13	i	2.5
COCCn1c(SCC(=O)N2CCCCC2)nc2c([nH]c3ccccc32)c1=O	-6	819	i	63	i	0.0
CCN(CC)CCCN1CC(=O)N2[C@@H](Cc3c([nH]c4ccccc34)C2(C)C)C1=O	16	845	i	47	i	0.4
Brc1cccc(CNCc2ccncc2)c1	0	799	i	64	i	0.8
O=Cc1c(Nc2ccccc2Cl)nc2ccccn2c1=O	-41	803	i	51	i	0.0
Cc1ccc(S(=O)(=O)CCC(=O)Nc2nc(-c3cccnc3)cs2)cc1	-1	727	i	8	?	.
CN(CC(=O)Nc1ccccc1C(F)(F)F)C(=O)c1cc([N+](=O)[O-])ccc1N1CCOCC1	-14	675	i	15	i	2.2
Cc1ccccc1C1c2[nH]c3ccccc3c2C[C@H]2C(=O)N(C3CC3)CC(=O)N12 (some centres undefined)	10	708	i	52	i	0.4
Cc1ccc(CNc2cnccn2)s1	26	835	i	64	i	1.0
NC(=O)CC(NC(=O)c1ccccc1)c1ccc(N2CCC(N3CCCC3)CC2)c([N+](=O)[O-])c1 (centres undefined)	-4	745	i	13	i	1.0
CCN(C(=O)CSc1nnc(COc2ccccc2F)n1N)C1CCS(=O)(=O)C1 (centres undefined)	-2	827	i	65	i	2.5
CCn1cc(C(=O)NCCC(=O)OC)c(=O)c2cc3c(cc21)OCO3	15	818	i	60	i	0.5
CN1CCCN(C(=O)c2cc3c(s2)CCCC3)CC1	7	652	i	17	i	0.6
COc1ccccc1C(=O)N/N=C/C(C)=C/c1ccccc1	-5	792	i	62	i	0.6
COc1ccc(CCNC(=O)c2ccc(OCC(=O)N3CCOCC3)c(OC)c2)cc1OC	-4	750	i	31	i	1.0
CC[C@@H](C(=O)[C@@H](C)[C@@H](O)[C@H](C)CCc1ccc(C)c(O)c1C(=O)O)[C@H]1O[C@](CC)([C@H]2CC[C@](O)(CC)[C@H](C)O2)C[C@@H]1C	-20	687	i	28	?	.
CC1CCc2cc(F)ccc2N1S(=O)(=O)c1ccc(F)cc1 (centres undefined)	4	842	i	59	i	0.2
Cc1ncc([N+](=O)[O-])n1CC(=O)Nc1ccc(F)cc1	-8	414	i	35	i	0.5
CCNC(=O)c1ccc(CSc2nc3ccccc3s2)cc1	-2	639	i	62	i	2.4

Single records, as listed above. Order of screens: Hep lipid drop	Hep lipid drop cells 6.5 µM	T cell modulator	T cell modulator vesicle-bound %	Myeloid diff MLP	Myeloid diff MLP GFP+ MAC1+ %
Listed for Cc1ccc(CNc2cnccn2)s1 → 26	835	i	64	i	1.0
Listed for O=Cc1c(Nc2ccccc2Cl)nc2ccccn2c1=O → -41	803	i	51	i	0.0

Structural class, the entries above with an NH in an aromatic ring
Structure	Hep lipid drop	Hep lipid drop cells 6.5 µM	T cell modulator	T cell modulator vesicle-bound %	Myeloid diff MLP	Myeloid diff MLP GFP+ MAC1+ %
Cc1ccc(-c2cc(NC(=O)c3ccccc3[N+](=O)[O-])n[nH]2)cc1	-2	801	i	64	i	0.8
O=C(CN1C(=O)NC(Cc2c[nH]c3ccccc23)C1=O)NCCc1ccccc1 (centres undefined)	-3	794	i	26	i	0.6
Cc1nc2nc(C)c(NS(=O)(=O)c3ccc(C4CCCCC4)cc3)c(=O)n2[nH]1	15	799	i	20	i	0.3
CCOCCCNC(=O)c1cc2c(=O)[nH]c3ccccc3c2s1	7	822	i	48	i	0.1
COCCn1c(SCC(=O)N2CCCCC2)nc2c([nH]c3ccccc32)c1=O	-6	819	i	63	i	0.0
CCN(CC)CCCN1CC(=O)N2[C@@H](Cc3c([nH]c4ccccc34)C2(C)C)C1=O	16	845	i	47	i	0.4
Cc1ccccc1C1c2[nH]c3ccccc3c2C[C@H]2C(=O)N(C3CC3)CC(=O)N12 (some centres undefined)	10	708	i	52	i	0.4
